Source: PubChem (National Center for Advancing Translational Sciences (NCATS))
D1 antagonist: Antagonist of Human D 1 Dopamine Receptor: qHTS. D(1A) dopamine receptor (Homo sapiens), P21728. HEK293 TREx D1 cells, calcium flux, dopamine EC80; hits give low values. activity change, negative = inhibition, % at 10 µM. 360,000 compounds, 3.2% hits. AID 504652, 2011; in the data active means activity change below about -30%; further: on the % scale 0 is the no-effect control and ±100 the full control effect
Target sequence (P21728 whole entry, looked up): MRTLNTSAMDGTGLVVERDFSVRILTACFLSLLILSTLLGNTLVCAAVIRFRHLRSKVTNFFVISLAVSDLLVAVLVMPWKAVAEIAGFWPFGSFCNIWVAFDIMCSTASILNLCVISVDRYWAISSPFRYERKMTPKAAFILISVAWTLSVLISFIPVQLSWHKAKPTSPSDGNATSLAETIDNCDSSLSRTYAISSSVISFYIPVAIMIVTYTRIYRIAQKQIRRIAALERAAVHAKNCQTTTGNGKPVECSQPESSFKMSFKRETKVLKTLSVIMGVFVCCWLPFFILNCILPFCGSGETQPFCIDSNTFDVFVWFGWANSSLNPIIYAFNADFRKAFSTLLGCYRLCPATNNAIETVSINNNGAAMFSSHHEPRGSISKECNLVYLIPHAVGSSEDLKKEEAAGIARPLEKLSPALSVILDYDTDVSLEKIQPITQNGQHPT
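Calcium flux readout: force-coupled, inducible Hek293 Trex D1 line, cells induced overnight at 30 C with tetracycline, dye-loaded 30–90 min at RT. Antagonism scored against EC80 dopamine challenge given 180 s after compound.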
D2 PAM: HTS Assay for Positive Allosteric Modulators of the Human D2 Dopamine Receptor: Primary Screen for Potentiators | D(2) dopamine receptor (Homo sapiens), P14416 | HEK293 T-REx D2, calcium flux, EC20 dopamine potentiation | potentiation, % at 10 µM | 340,000 compounds, 0.34% hits | AID 485347, 2010;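 active means potentiation over 3 SD above the plate norm, cut at about 30% in these data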; further: 0% is about no effect
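Potentiation of an EC20 dopamine calcium response measured kinetically over 180 s, after a preceding 180 s compound-only read flagging agonists. Cells: inducible Hek293 Trex D2 line, 4000/well, cultured overnight at 30 C before dye loading.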
Vif-APOBEC3F blk: qHTS for Inhibitors of Vif-A3F Interactions: qHTS; HeLa A3F-eYFP + Vif (tagged APOBEC3F with the HIV-1 protein that degrades it), YFP fluorescence increase; Potency, µM (top dose mostly 46.1 µM), without a hit: at the highest dose activity, negative = active; 390,000 compounds, 0.2% hits; AID 602313, 2012; further: potency means the concentration at half of the fitted maximal effect; % of control where 0% means no effect; nearly all actives have a fitted effect of over 65% in size
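HeLa cells stably expressing Vif plus C-terminally eYFP-tagged A3F were seeded, incubated overnight at 37 deg C, dosed with compound, incubated overnight again at 37 deg C. Yellow fluorescence (Ex 488/Em 500-530) reported blocked Vif-mediated A3F-eYFP degradation.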
Vif-APOBEC3G blk: qHTS for Inhibitors of Vif-A3G Interactions: qHTS; 410,000 compounds, 0.076% hits; Potency, µM (doses to about 46.1 µM), without a hit: at the highest dose activity, negative = active, actives largely listed as inhibitors; HeLa A3G-eYFP + Vif (tagged APOBEC3G with the HIV-1 protein that degrades it), YFP fluorescence, overnight;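 further: potency means the concentration at half of the fitted maximal effect; on the % scale 0 is the no-effect control and ±100 the full control effect; nearly all actives have a fitted effect of over 60% in size; hits raise eYFP signal because A3G escapes Vif-driven loss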
Target sequence (Q9HC16 whole entry, looked up): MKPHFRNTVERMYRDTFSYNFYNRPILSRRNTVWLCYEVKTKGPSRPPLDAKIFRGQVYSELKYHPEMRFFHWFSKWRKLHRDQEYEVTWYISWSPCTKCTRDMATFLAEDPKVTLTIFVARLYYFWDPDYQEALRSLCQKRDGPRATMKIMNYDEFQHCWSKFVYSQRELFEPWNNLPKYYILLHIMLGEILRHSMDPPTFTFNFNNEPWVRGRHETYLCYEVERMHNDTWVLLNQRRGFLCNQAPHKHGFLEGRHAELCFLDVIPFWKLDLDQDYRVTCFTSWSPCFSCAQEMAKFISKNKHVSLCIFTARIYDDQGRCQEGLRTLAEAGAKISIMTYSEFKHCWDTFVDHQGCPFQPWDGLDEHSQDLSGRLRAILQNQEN
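Read-out is eYFP fluorescence (Ex 488/Em 500-530) from Vif-expressing HeLa A3G-eYFP cells; more signal means A3G escaped Vif-mediated degradation. Cells plated overnight, compound pinned in, incubated overnight at 37 deg C.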
RXFP1 ag: qHTS Assay for Agonists of the Relaxin Receptor RXFP1 | HEK293T-RXFP1 cAMP TR-FRET, 30 min; response scale: percent of porcine relaxin response, buffer zero | Potency, µM (highest dose often 57.5 µM), for inactives: top-dose activation, most hits filed as activators | Relaxin receptor 1 (Homo sapiens), Q9HBX9 | 370,000 compounds, 0.3% hits | AID 2676, 2010; further: potency means the concentration at half of the fitted maximal effect; on the % scale 0 is the no-effect control and ±100 the full control effect; nearly all actives have a fitted effect of over 60% in size; many of its hits are not listed in these tables
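HEK293 cells stably expressing RXFP1, treated 30 min at 37C with compounds plus PDE4 inhibitor Ro 20174; cAMP measured by HTRF TR-FRET. Normalized to buffer and 29 nM porcine relaxin; EC50 by Hill fit.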
LDHA block: qHTS assay for inhibitors of human lactate dehydrogenase; L-lactate dehydrogenase A chain (Homo sapiens), P00338; purified LDHA, NADH/diaphorase-resazurin fluorescence; hits give low values; activity change, % (values are at about 110 or 230 µM); 480,000 compounds, 0.15% hits; AID 1347041, 2019; in the data active means activity change below about -30%; inconclusive means mostly about -25% to -30%;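 further: plate controls were DMSO wells for no effect and wells without enzyme for full effect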
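Enzyme activity of human lactate dehydrogenase 5 (2 nM; 0.06 mM NADH, 0.2 mM pyruvate, 5 min, RT) is measured via a resazurin/diaphorase fluorescence readout of residual NADH.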
Glioma ERSR ind: qHTS for Inducers of the Endoplasmic Reticulum Stress Response (ERSR) in Human Glioma: qHTS; U87-MG GRP78 promoter luciferase reporter, 16 h; Potency, µM, for inactives: at the top dose activation, most hits filed as activators; 420,000 compounds, 0.02% hits; AID 602332, 2012; further: potency means the concentration at half of the fitted maximal effect; series mostly up to about 76 µM; % of control where 0% means no effect; nearly all actives have a fitted effect of over 35% in size
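ERSR induction read as luciferase luminescence (Bright-Glo, 10 min at room temperature) in stably transfected human U87-MG glioma cells exposed to compounds for 16 h, using GRP78 as sensor.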
D1 agonist: Allosteric Agonists of the Human D1 Dopamine Receptor: qHTS. D(1A) dopamine receptor (Homo sapiens), P21728. HEK293 T-REx D1 cells, calcium flux, agonist mode. activation, % at 2 µM. 360,000 compounds, 1% hits. AID 504660, 2011; in the data active means activation above about 30%; further: 0% is about no effect
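Agonism was scored from calcium flux recorded over 180 s (1 read/s) after pintool compound addition, following a 10-cycle baseline. Cells were inducible force-coupled HEK293 TREx D1, plated overnight at 30 C and loaded with no-wash calcium dye.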
D1 potentiator: Potentiators of Human D1 Dopamine Receptor: qHTS. D(1A) dopamine receptor (Homo sapiens), P21728. HEK293 TREx D1 cells, calcium flux, dopamine EC20 potentiation. potentiation, % at 10 µM. 360,000 compounds, 0.036% hits; in the data active means potentiation above about 30%; further: 0% is about no effect
Active calls of the source: *; ? = inconclusive; . = no result given; & = joins results of further samples; [ ] = remark or other dose. Unless noted, the call rests on the fitted dose curve; in most records, active means well fitted curve in the direction sought with a large enough effect; inconclusive means small, poorly fitted or top-dose-only effect, or another doubt; inactive means no such curve, though single readings can be large; an effect the other way counts as inactive or inconclusive.

SMILES	D1 antagonist	D2 PAM	Vif-APOBEC3F blk	Vif-APOBEC3G blk	RXFP1 ag	LDHA block	Glioma ERSR ind	D1 agonist	D1 potentiator
Cc1cccc2cc(C#N)c(NCCNS(=O)(=O)c3ccccc3)nc12	3	2	-4%	1%	3.1%	-2	-3%	2	-3
CC(C)[C@H](Nc1ccc(C(F)(F)F)cc1[N+](=O)[O-])C(=O)O	7	-1	0%	1%	0.6%	-2	-1%	0	1
O=C(Nc1ccccc1Cl)c1ccccc1Cl	-8	-1	5%	-1%	-3.3%	-7	3%	1	-2
CN(C)/C=C(\C=O)c1c(Cl)cccc1Cl	-4	.	-1%	-2%	0.6%	1	-4%	1	11
CCOC(=O)c1ccc(NS(=O)(=O)c2cn(C)cn2)cc1	4	-6	11%	2%	1.9%	-6	-4%	0	-3
COc1ccc(OC)c(NC(=O)CSc2nc3ccccc3c(=O)n2CC2CCCO2)c1 (centres undefined)	-2	-6	-13%	-4%	0.1%	-1	-7%	-1	4
COc1ccc(CN2C(=O)c3cccnc3C2Nc2ccc(C)cc2)cc1 (centres undefined)	2	7	1%	1%	-0.6%	-6	-2%	2	-6
CCn1c(C(=O)NCc2ccccn2)cc2sccc21	-2	-1	-6%	-1%	2.4%	-7	-4%	1	-2
CC(=O)c1nn(-c2ccccc2)cc1C(=O)c1ccc(Br)cc1	3	.	1%	-1%	0.8%	-7	-6%	3	5
Cc1ccc2c(c1)C1CC(C)(O2)N(c2cccc(C(=O)N3CCN(c4ccccn4)CC3)c2)C(=O)N1 (centres undefined)	17	7	-9%	2%	1.1%	0	-3%	2	-3
CC(=O)C(=Cc1ccc(O)cc1)C(C)=O	4	16	-2%	3%	0.1%	3	0%	2	-8
CCN(C(=O)CN1C(=O)S/C(=C\c2cccc(Cl)c2)C1=O)C1CCS(=O)(=O)C1 (centres undefined)	-11	-1	6%	1%	-0.9%	-3	-5%	5	3
CCCc1cc(C(=O)Nc2cc(C)nn2-c2ccccc2)no1	5	-2	0%	0%	0.3%	0	-1%	1	0
O=C(Nc1ccncc1)c1ccccc1F	-15	8	6%	2%	3.0%	-3	-7%	5	-6
CCC(=O)n1nc(-c2ccccc2)nc1NCc1ccccc1	4	5	0%	-7%	0.8%	-2	5%	4	2
CC(C)(C)NC(=O)C1CCCN(S(=O)(=O)c2ccc(-n3cnnn3)cc2)C1 (centres undefined)	16	7	10%	-8%	1.0%	-6	-3%	-2	3
CCN1C(=O)c2cccc3c(N)ccc(c23)C1=O	-22	-9	?	?	11%	7	5%	231*	4
Cc1ccc(S(=O)(=O)CC(=O)Nc2sc3c(c2C#N)CCCCC3)cc1	.	0	1%	-2%	-0.8%	-14	-3%	2	0
CCCN(CCC)S(=O)(=O)c1ccc(C(=O)Nc2cccnc2)cc1	-9	-7	-9%	0%	0.2%	-3	-3%	3	-5
CCc1cccc(CC)c1NC(=O)COC(=O)CC1c2ccccc2CCN1S(=O)(=O)c1ccc(F)cc1 (centres undefined)	1	10	-2%	-2%	1.8%	1	-3%	6	-1
O=C(CSc1nnc(NC(=O)C2CCC2)s1)Nc1ccccc1	-4	-8	0%	-2%	-1.1%	0	-2%	1	-3
COCCn1c(CN2CCN(c3ccc(F)cc3)CC2)nc2c1c(=O)n(C)c(=O)n2C	6	-9	.	.	5.7%	.	.	1	0
OCC1OC(c2ccccc2)OC2COC(c3ccccc3)OC12 (centres undefined)	.	.	-1%	-3%	.	-3	-2%	.	.
COc1ccc(N2C(=O)[C@@H]3[C@H](C2=O)[C@H]2c4ccccc4C=CN2[C@@H]3C(C)=O)cc1	6	7	0%	0%	0.3%	21	-4%	1	-3
COCCNC(=O)CSc1n[nH]c(=O)n1CCc1ccccc1	8	6	1%	1%	-3.1%	-9	-2%	4	5
Cc1ccc(S(=O)(=O)Nc2c(C)n(C)n(-c3ccccc3)c2=O)cc1C(=O)NCc1ccccn1	-34*	-1	-7%	-3%	1.2%	-1	0%	0	-5
CCOC(=O)CNC(=O)Nc1cccc(Cl)c1C	-1	9	-4%	-2%	2.2%	-13	-7%	4	0
O=C(COc1ccc2c(C(F)(F)F)cc(=O)oc2c1)NCc1cccs1	5	12	-2%	1%	0.1%	3&-8	-4%	4	-4
COc1ccccc1CNC(=O)c1cc2c(s1)-c1ccccc1OC2	-20	-25	-1%	-6%	5.1%	-7	3%	4	-6
CC1CCN(S(=O)(=O)c2ccc([N+](=O)[O-])cc2)CC1	0	-11	1%	-4%	2.8%	0	-5%	1	-11
C[C@H](CO)N1C[C@H](C)[C@@H](CN(C)C(=O)Nc2ccc(C(F)(F)F)cc2)Oc2c(NC(=O)Nc3ccc4c(c3)OCO4)cccc2C1=O	.	.	3%	-9%	.	8	1%	.	.
CCOCc1nnc(NC(=O)CSCc2ccccc2)s1	-17	2	-2%	0%	2.2%	-1	-1%	0	-3
O=S(=O)(c1ccccc1)N1CCC(O)(CN2CCN(c3ccccc3)CC2)CC1	-3	-5	0%	7%	7.8%	-5	-5%	5	9
CCN(CC)CCCNC(=O)CSc1nc(-c2ccc(OC)cc2)cc(C(F)(F)F)n1	-8	.	-4%	6%	-4.1%	-8	-1%	3	-6
CC(=O)c1ccccc1NC(=O)COC(=O)CSCC(=O)Nc1cc(C)on1	-21	-2	6%	-1%	0.1%	-1	-2%	2	-8
N#CC(=C(O)COC(=O)CCC1CCCCC1)c1nc2ccccc2[nH]1	.	.	-17%	-4%	.	-5	-4%	.	.
CCCCNc1nc(Oc2ccc(=O)n(-c3ccccc3)n2)nc(N(C)C)n1	10	.	.	.	-0.8%	-10	.	-1	0
O=C(COC(=O)CC(c1ccccc1)c1ccccc1)NCc1ccccc1	-4	5	-12%	-5%	0.2%	1	-2%	5	0
Cn1nc(-c2ccc(C(=O)NCC3CCCO3)cc2)c2ccccc2c1=O (centres undefined)	-10	14	4%	-4%	1.2%	0	1%	3	-2
C[C@@H](NC(=O)c1nc[nH]c1C(=O)N(C)Cc1ccccc1)c1ccccc1	23	.	1%	0%	1.3%	0	-2%	-1	-3
COc1ccc(/C=C2/C(=O)N(c3ccccc3)N=C2C)cc1	.	.	-15%	-5%	.	-1	-5%	.	.
CSc1cccc(NC(=S)N(CCCN2CCCC2)Cc2cccn2Cc2ccc(Cl)cc2)c1	0	-4	1%	-25%	2.7%	6	-11%	14	-16
COc1ccc(S(=O)(=O)c2c[nH]c(=S)[nH]c2=O)cc1Cl	-3	8	0%	0%	0.5%	1	4%	1	-1
Cc1ccc2c(c1)N(CC(=O)NCCCN1CCCCC1)C(=O)c1cccnc1O2	-1&8	-11&5	2%&0%	0%&-1%	0.6%&1.0%	-1&-4	-6%&-1%	0&-1	-11&7
N#Cc1ccccc1NC(=O)CN1C(=O)NC2(CCCC2)C1=O	10	15	2%	3%	4.9%	-8	-2%	-2	-2
Cc1ccc(C)[n+](CC(=O)c2ccc(-c3ccccc3)cc2)c1	2	-3	-2%	1%	-0.7%	2	-5%	2	-1
O=c1c2c3nc4ccccc4nc3n(Cc3ccccc3)c2ncn1Cc1ccco1	-4	-8	7%	-7%	1.6%	-9	?	3	-1
O=c1[nH]c2ccccc2n1C1=CCCC1	3	-5	2%	0%	0.1%	-10	-2%	1	1
CCOc1ccc(NC(=O)c2cc([N+](=O)[O-])ccc2N2CCOCC2)cc1	-19	1	-4%	?	0.1%	-5	-4%	1	-2
CC(C)CN(CC(C)C)S(=O)(=O)c1ccc(C(=O)Nc2sc3c(c2C(N)=O)CCN(C(C)C)C3)cc1	28	-18	?	?	-56%[inhibitor]	-1	-10%	54*	-2
CN1CCN(C(=O)/C(=C/c2cccs2)NC(=O)c2ccco2)CC1	1	-3	-1%	-5%	1.6%	-7	-4%	3	-3
CCOC(=O)c1[nH]c2c(c1-c1ccccc1)C(=O)CC(c1ccccc1)C2 (centres undefined)	-8	-6	-29%	-4%	7.3%	-5	0%	3	-8
CN(CC(=O)Nc1ccc(Cl)c(Cl)c1)C(=O)CC1OC(=O)c2ccccc21 (centres undefined)	-6	-9	2%	-7%	0.1%	-4	-5%	0	-6
COCCCNC(=O)c1oc2ccc(S(=O)(=O)N(C)C3CCCCC3)cc2c1C	20	-1	-10%	1%	0.2%	-12	-4%	1	1
COC(=O)c1c(NC(=O)CN2CCN(c3ccccc3)CC2)c2c(C)cccc2n1C	31	0	-1%	-8%	0.9%	-2	-1%	2	0
COCCCNC(=O)c1cc2c(s1)CS(=O)(=O)C2	-3	17	-4%	-2%	0.9%	0	0%	4	-2
COc1ccc(CNCCSc2nnnn2-c2ccccc2)c(OC)c1	-20	.	2%	1%	?	-7	-1%	20	-2
O=C(Nc1nc2ccc([N+](=O)[O-])cc2s1)c1c(F)cccc1F	-26	-3	?	0%	3.1%	-5	-1%	10	-3

Only RXFP1 ag, for two of the compounds above:
molecule,RXFP1 ag
O=c1[nH]c2ccccc2n1C1=CCCC1,0.1%
COCCCNC(=O)c1oc2ccc(S(=O)(=O)N(C)C3CCCCC3)cc2c1C,0.2%

This is a subset; rates above refer to the full screens.
